Bioassay records as filed in PubChem.
TWEAK-Fn14 inh = blocks TWEAK-Fn14 interaction in a reporter cell assay | 360,000 compounds, 2% hits | inhibition, % at 10 µM | TWEAK-stimulated Fn14 reporter cells, luciferase luminescence, 8 h; in the data active = inhibition above about 50%
C8 TRAIL sens = sensitizes caspase-8 expressing cells to TRAIL | 360,000 compounds, 1% hits | NB7+C8 cells + TRAIL, ATPlite viability luminescence | inhibition (viability loss, TRAIL sensitization), % at 10 µM;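 active = compounds causing at least 50% loss of cell viability in the single-dose screen, relative to plate controls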
NCOA1 inh = human NCOA1 inhibition; 360,000 compounds, 0.12% hits; HEK293 GAL4-SRC1 luciferase reporter, luminescence; Q15788; AID 588354; inhibition, % at 3.6 µM;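 active = inhibition above the campaign mean plus 3 SD, with each screening campaign given its own cutoff, cut at about 60% in these data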;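 also: 0% = DMSO treated cells and 100% = gossypol at 36 µM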
LMP1 NFkB inh = inhibitors of Epstein-Barr LMP1-induced NF-kappaB reporter; inhibition, % at 12.5 µM; 350,000 compounds, 0.69% hits; LMP1-induced NF-kappaB luciferase reporter cells, luminescence; in the data active = inhibition above about 41%;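 also: 0% = neutral control wells and 100% = reference inhibitor control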
KKLEB cytotox = counter-screen for CF NF-kB inhibitors: cytotoxicity; KKLEB CF airway cells viability, ATPlite luminescence, overnight; active compounds read low; cells stimulated with P. aeruginosa culture filtrate; activity change (cytotoxicity), % at 5 µM; 360,000 compounds, 0.36% hits;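 active = corrected activity change at or below -50% at 5 µM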
NR5A2 inv ag = suppresses constitutive activity of human LRH-1; O00482; HEK293T StAR-luciferase reporter, LRH-1 transfected, 24 h; inhibition, % at 3.6 µM; 360,000 compounds, 0.13% hits;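 active = inhibition above the mean inhibition of all tested compounds plus 3 SD, cut at about 73% in these data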;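 also: 0% = DMSO wells and 100% = reporter-only cells lacking LRH-1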
CF NFkB inh = inhibitors of cystic fibrosis induced NF-kB; KKLEB NF-kB-GFP reporter, PAF-induced, GFP fluorescence overnight; inhibition, % at 5 µM; 360,000 compounds, 0.86% hits; AID 588850;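 active = at least 50% inhibition at 5 µM, scaled per plate between neutral and stimulator controls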;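 also: PAF is a Pseudomonas aeruginosa culture filtrate used as stimulus; plate controls were PAF-stimulated DMSO wells for no effect and unstimulated DMSO wells for full effect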
TROY signal inh = TROY signaling inhibition | Q293 LMP1-TROYcd NF-kB luciferase reporter, 4 h | inhibition, % at 10 µM | 360,000 compounds, 0.98% hits;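 active = compounds whose plate-normalised and pattern-corrected inhibition of the luciferase reporter signal at the single screening dose is 50% or more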
COUP-TFII inh = NR2F2 (human) inhibition, primary screen; inhibition, % at 8.6 µM; 370,000 compounds, 0.7% hits; P24468; HEK293T NGFI-A luciferase reporter, luminescence;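 active = inhibition above a per-plate cutoff, mean inhibition of test wells between control levels plus 3 SD, cut at about 38% in these data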;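 also: cells cotransfected with COUP-TFII expression vector driving the NGFI-A reporter; 0% = median of COUP-TF2 test wells and 100% = reporter-only cells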
SRC3 inh = human NCOA3 inhibition; HEK293 GAL4-SRC3 luciferase reporter, luminescence; inhibition, % at 3.6 µM; 360,000 compounds, 0.17% hits; AID 588352;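 active = inhibition above a per-campaign cutoff, the mean of all compounds plus 3 SD, cut at about 60% in these data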;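 also: 0% = DMSO-treated cells and 100% = gossypol-treated cells at 36 µM; higher means less SRC3-driven luciferase light from the GAL4 reporter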
Target sequence (Q9Y6Q9 whole entry, looked up, the tested form may be a part): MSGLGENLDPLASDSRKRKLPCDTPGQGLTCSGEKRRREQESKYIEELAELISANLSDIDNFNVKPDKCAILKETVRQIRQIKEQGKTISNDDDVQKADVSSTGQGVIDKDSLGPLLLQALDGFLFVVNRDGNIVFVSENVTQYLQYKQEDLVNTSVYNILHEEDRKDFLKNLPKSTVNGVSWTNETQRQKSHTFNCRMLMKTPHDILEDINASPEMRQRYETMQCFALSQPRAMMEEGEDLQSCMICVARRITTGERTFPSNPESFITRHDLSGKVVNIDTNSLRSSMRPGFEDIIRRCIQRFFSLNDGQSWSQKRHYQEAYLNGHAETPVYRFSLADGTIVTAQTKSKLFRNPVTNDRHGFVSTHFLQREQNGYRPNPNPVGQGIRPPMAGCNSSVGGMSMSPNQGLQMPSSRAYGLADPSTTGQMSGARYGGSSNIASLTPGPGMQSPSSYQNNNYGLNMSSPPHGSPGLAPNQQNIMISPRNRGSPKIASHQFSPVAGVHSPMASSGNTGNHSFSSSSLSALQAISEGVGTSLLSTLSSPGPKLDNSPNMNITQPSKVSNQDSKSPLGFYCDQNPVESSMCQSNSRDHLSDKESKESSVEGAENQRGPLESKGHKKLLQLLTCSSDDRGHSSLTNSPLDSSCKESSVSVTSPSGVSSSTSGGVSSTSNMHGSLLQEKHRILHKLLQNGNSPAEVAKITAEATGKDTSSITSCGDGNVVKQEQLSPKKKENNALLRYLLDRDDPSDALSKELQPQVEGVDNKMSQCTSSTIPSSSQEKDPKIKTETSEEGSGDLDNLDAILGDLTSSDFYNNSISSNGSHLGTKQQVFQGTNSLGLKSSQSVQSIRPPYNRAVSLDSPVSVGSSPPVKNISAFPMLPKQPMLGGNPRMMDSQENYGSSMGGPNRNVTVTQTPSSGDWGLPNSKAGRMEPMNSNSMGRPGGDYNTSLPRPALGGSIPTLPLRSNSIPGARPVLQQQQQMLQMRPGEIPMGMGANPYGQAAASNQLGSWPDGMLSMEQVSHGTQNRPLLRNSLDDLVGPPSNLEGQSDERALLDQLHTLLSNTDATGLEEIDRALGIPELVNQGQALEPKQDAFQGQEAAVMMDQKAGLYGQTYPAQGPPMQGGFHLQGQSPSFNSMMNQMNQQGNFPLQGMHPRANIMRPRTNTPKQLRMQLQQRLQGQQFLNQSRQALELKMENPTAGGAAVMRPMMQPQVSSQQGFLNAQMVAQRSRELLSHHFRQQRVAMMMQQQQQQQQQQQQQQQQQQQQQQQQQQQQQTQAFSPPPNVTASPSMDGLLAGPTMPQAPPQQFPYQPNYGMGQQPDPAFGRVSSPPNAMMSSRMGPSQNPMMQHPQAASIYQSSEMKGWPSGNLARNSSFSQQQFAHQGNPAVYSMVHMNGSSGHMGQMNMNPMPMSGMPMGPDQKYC
SRC2 inh = inhibits human steroid receptor coactivator 2; Q15596; HEK293 GAL4-SRC2 luciferase reporter, luminescence; inhibition, % at 9 µM; 370,000 compounds, 0.17% hits;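 active = inhibition above the mean inhibition of all tested compounds plus 3 SD, set per campaign, cut at about 52% in these data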;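 also: 0% = DMSO treated cells and 100% = cells given Gossypol at 36 µM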
* hit, by the source's call; x = not tested or not shown.

SMILES	TWEAK-Fn14 inh	C8 TRAIL sens	NCOA1 inh	LMP1 NFkB inh	KKLEB cytotox	NR5A2 inv ag	CF NFkB inh	TROY signal inh	COUP-TFII inh	SRC3 inh	SRC2 inh
CC(C)C(=O)c1cn(CC(=O)NCc2ccc3c(c2)OCO3)c2ccccc12	-7	6	9	-12	8	-8	1	-14	-15	-1	-16
NC(=O)C1CCN(C2CC(=O)N(c3cccc(F)c3)C2=O)CC1 (stereo not drawn)	31	-9	8	-3	-11	8	-2	-11	-1	9	-1
CC(C)CN1CCC1(C)C(=O)Nc1cc(-c2ccccc2)nn1C (stereo not drawn)	-11	8	12	x	-9	-14	4	4	-8	-28	18
O=C(CCNS(=O)(=O)c1ccccc1)NCCCc1ccccc1	-8	-17	1	-7	-2	-1	-1	-25	-9	-4	9
C#CCNc1c(C)c(C)nc2ncnn12	6	1	-20	-4	10	0	1	4	2	11	-13
CC(C)(C)S(=O)(=O)c1ccccc1-c1noc(-c2ccccc2)c1C(N)=O	16	-5	11	x	-2	-4	10	-1	0	-65	-9
O=C(c1cnccn1)N1CCc2ccccc21	-13	3	-10	0	4	1	-8	-4	8	-12	-2
O=C(COC(=O)[C@H](Cc1ccccc1)NC(=O)c1cccs1)Nc1c(Cl)cccc1Cl	-5	-2	-1	5	-1	-1	-4	6	-9	9	16
C[C@H](CO)N1C[C@H](C)[C@@H](CN(C)C(=O)Nc2ccc(C(F)(F)F)cc2)Oc2c(NS(=O)(=O)c3cccs3)cccc2C1=O	-6	-2	-7	5	-2	-3	-6	-2	-11	13	1
Cc1nc(Nc2nc(CSc3nc4ccccc4[nH]3)cc(=O)[nH]2)nc2ccccc12	92*	35	24	8	14	-5	31	46	28	34	-6
COc1cc(CNc2ccc3[nH]c(=O)[nH]c3c2)cc(Cl)c1OCC(=O)NC(C)(C)C	-11	7	-6	-4	6	1	-10	0	9	14	-16
OCc1cn(-c2ccccc2)nc1-c1ccc(-c2nn(-c3ccccc3)cc2CO)cc1	52*	32	-21	-26	5	0	11	27	-37	12	3
CC1(C(=O)NS(=O)(=O)c2ccc(Br)cc2)CCN1C(=O)C/C=C/c1ccccc1 (stereo not drawn)	15	-3	-1	x	-15	3	9	-6	5	-7	-15
COc1cc(N=Nc2ccc(Br)cc2)cc(C=O)c1O	87*	17	-1	8	-46	16	85*	47	-13	3	-22
COc1cc(-c2nnc3sc(-c4cccs4)nn23)cc(OC)c1OC	30	9	-8	6	4	4	-6	15	-11	-17	-6
COc1cccc(Cn2cnc(-c3ccccc3OC)c2-c2cccs2)c1	4	6	x	x	x	-29	x	-14	11	x	-10
CCCCn1c(N)c(N(CC(C)C)C(=O)CSc2nn(-c3ccc(F)cc3)c(=S)s2)c(=O)[nH]c1=O	11	8	-11	1	-5	4	-2	-11	6	2	-9
CC(Sc1nnc(C(C)Oc2ccccc2F)o1)C(=O)NCc1ccc2c(c1)OCO2 (stereo not drawn)	-4	2	-13	-4	-9	-4	-11	-3	3	-9	11
CCCn1c(SCC(=O)Nc2ccccc2CC)nnc1C(C)C	-6	-15	-10	-3	-2	29	16	3	-16	5	-17
CSc1ncc(CN2CCN(C(C)C)C(CCO)C2)cn1 (stereo not drawn)	-6	-14	-9	-11	3	-5	-9	-11	7	11	18
COc1cc(C(=O)N[C@H](C(=O)OCC(=O)NC2CCCCCC2)C(C)C)cc(OC)c1OC	-39	16	-27	3	-16	9	-4	-9	-14	-7	-21
C[n+]1ccc(/C=N/Nc2nc(Cl)c(C#N)c(Cl)c2Cl)cc1	11	-10	-28	-11	2	6	3	1	11	15	-1
Cc1cc(C)n2nc(SCC(=O)Nc3c(C)n(C)n(-c4ccccc4)c3=O)nc2n1	-13	5	4	-4	2	8	-3	-5	-5	3	-4
CCc1ccc(NC(=S)N(CCOC)C2CCN(C(C)=O)CC2)cc1	0	0	-2	4	5	-4	9	3	-4	6	-23
CC1=C(C(=O)OCc2ccccc2)C(c2ccc(Br)cc2)NC(=O)N1CCCCCC(=O)O (stereo not drawn)	26	-3	-78	-27	-4	-118	16	35	-28	-74	-68
CSCCC(NC(=O)c1ccco1)c1nc2ccccc2[nH]1 (stereo not drawn)	6	-4	-18	-3	-1	-7	9	-16	2	2	13
CC1CCCC(C)N1C(=O)c1cc(-c2cccs2)on1 (stereo not drawn)	-9	12	-78	1	-8	-51	21	-54	-40	-56	-48
CC(=O)c1ccc(OCCCC(=O)OCC(=O)N2CCN(c3ccccc3)CC2)cc1	8	-6	-27	-1	8	16	-16	-7	9	0	-9
CSCCC(NC(=O)c1ccc(Cl)cc1)C(=O)OCC(=O)NCc1ccco1 (stereo not drawn)	-2	3	-6	-10	1	7	-12	-10	0	0	-20
Cc1nn(C(=O)C2CC2)c(C)c1Sc1ccc(Cl)cc1	12	-8	-19	1	-6	7	12	-9	-9	9	0
O=C(O)C1Nc2c(Cl)cc(Cl)c(Cl)c2C2C=CCC12 (stereo not drawn)	23	-10	11	6	11	20	-5	30	0	11	-4
CN1CC(=O)N2C(c3ccc(Cl)cc3)c3[nH]c4ccccc4c3C[C@H]2C1=O (stereo partly drawn)	31	55*	57	-6	-5	25	-6	16	-8	61	1
Cc1[nH]n(-c2ccccc2)c(=S)c1C=Nc1ccc([N+](=O)[O-])cc1	-13	-14	-4	-10	7	10	-11	10	-4	-11	-43
Cc1nn(C)c(C(=O)Nc2ccn(C34CC5CC(CC(C5)C3)C4)n2)c1[N+](=O)[O-]	-18	16	-9	1	-11	-22	-21	-9	18	17	9
CC(=O)c1sc(NC(=O)CCS(=O)(=O)c2ccc(F)cc2)nc1C	20	-4	-18	9	5	-26	40	-24	-4	-5	-9
CC(CC(=O)O)CC(=O)N1CCN(S(=O)(=O)c2cccs2)CC1 (stereo not drawn)	-3	2	-1	-6	5	-2	15	-19	-6	11	8
CN(CCc1ccccc1)Cc1nc(-c2cnccn2)no1	-4	-5	-16	-3	7	-16	17	5	-14	-11	6
NC(=O)c1c(-c2ccccc2)oc2ccc(O)cc12	11	-3	-9	2	4	9	-1	1	-9	-4	16
COc1ccccc1NC(=O)CCSc1nc(C)cc(C)n1	-6	-2	5	-3	-14	-10	9	-6	2	18	19
CCc1nc2c(OCC(=O)c3ccc(F)cc3)cccn2c1N(C)C(=O)c1ccccc1F	-6	6	4	x	20	-12	-27	-17	10	1	-24
Cc1ccc(-n2c(SCC(=O)O)nc3sc4c(c3c2=O)C(C)CCC4)cc1 (stereo not drawn)	25	-5	14	-6	2	4	-7	8	-2	18	21
CC(C)(C)NC(=O)c1cccnc1Sc1ccccc1	14	3	-6	1	0	-6	12	11	-8	18	15
Cc1ccc(C)c(Cn2nnc(C(=O)Nc3ccc4c(c3)OCCO4)c2N)c1	-7	32	-43	-31	-9	-79	12	-47	-45	-140	-65
O=C(NCCc1ccccc1F)C1CCCN1S(=O)(=O)c1ccccc1 (stereo not drawn)	1	-19	10	4	-10	-19	20	-9	9	11	-8
O=C(CSc1ccccc1)NCc1ccc(F)cc1	-16	-3	-37	-6	-8	-44	3	-40	-10	-29	-30

Results in TROY signal inh and KKLEB cytotox (3 entries from above):
SMILES	TROY signal inh	KKLEB cytotox
CC(CC(=O)O)CC(=O)N1CCN(S(=O)(=O)c2cccs2)CC1 (stereo not drawn)	-19	5
Cc1[nH]n(-c2ccccc2)c(=S)c1C=Nc1ccc([N+](=O)[O-])cc1	10	7
Cc1nn(C)c(C(=O)Nc2ccn(C34CC5CC(CC(C5)C3)C4)n2)c1[N+](=O)[O-]	-9	-11

Remaining list, next part.
SMILES	TWEAK-Fn14 inh	C8 TRAIL sens	NCOA1 inh	LMP1 NFkB inh	KKLEB cytotox	NR5A2 inv ag	CF NFkB inh	TROY signal inh	COUP-TFII inh	SRC3 inh	SRC2 inh
COc1ccc2[nH]c3c(c2c1)CCN1C(=O)N([C@@H](C)C(=O)NC2CCCCC2C)C(=O)[C@]31C (stereo partly drawn)	-7	-6	6	-12	-12	-11	-3	-4	8	1	3
O=[N+]([O-])c1ccc2c(c1)-c1ccccc1C2=NO	49	8	25	3	4	21	41	45	22	19	37
O=C(Nc1ccc(N2CCCC2)c(Cl)c1)c1ccc2c(c1)OCCO2	1	46	-42	-8	3	-75	-10	-31	-10	-70	13
CC(NCC(O)COc1ccc(S(=O)(=O)N2CCOCC2)cc1)c1ccccc1 (stereo not drawn)	8	2	-1	-9	1	-4	-8	20	21	1	33
N/C(=N\OC(=O)c1cccc2ccccc12)c1ccncc1	-30	5	-17	-38	-7	-32	-9	-20	-11	-21	-34
O=C(NCCc1c[nH]c2ccccc12)C1CCN(S(=O)(=O)c2ccccc2)CC1	20	-12	-4	-6	1	-1	5	-7	-7	7	-34
Cc1ccc(C)n1-c1nnc(N2CCC(C(=O)N3CCN(C)CC3)CC2)s1	10	-1	6	-40	-13	-6	15	4	9	11	-3
Cc1cccc(N(CC(=O)NCc2ccccc2)C(=O)CCC(=O)Nc2nccs2)c1	6	5	2	-4	11	-7	-14	-24	6	-12	-9
CN=C1NN=C(c2cc(C)n(-c3ccc(Cl)cc3)c2C)CS1	5	7	-24	-15	-4	-23	-12	-16	-10	-26	-71
O=C(Nc1c[nH]c(=O)[nH]c1=O)c1ccccc1Br	7	-4	-3	-1	18	12	-27	-10	8	-5	-9
COCCN1C(=O)N(c2cccc(C)c2)C(=O)C1CC(=O)Nc1ccc(OC)cc1 (stereo not drawn)	-3	-18	-3	0	3	2	-14	5	-14	-2	-1
O=[N+]([O-])c1ccc(/C=C/c2ccc3ccccc3n2)cc1	60*	74*	-103	4	-28	-80	-52	55*	-49	-86	-84
Cc1cc(C)cc(NC(=S)N2CCC(NC(=O)C3CCCCC3)CC2)c1	10	1	-21	6	0	3	9	7	16	7	22
CC1OC2(OC1C)C(=O)Nc1ccccc12 (stereo not drawn)	-7	-9	-39	16	16	16	-14	-25	-5	-36	-17
COc1ccc(S(=O)(=O)NCc2ccccn2)cc1NC(=O)c1ccc(Cl)cc1	-6	34	-4	-13	9	24	-23	3	-9	7	-15
Fc1ccc(CSc2nnc(-c3cccnc3)o2)cc1	-14	-3	1	-16	-8	1	2	-30	1	-3	-22
C[C@H](CO)N1C[C@H](C)[C@@H](CN(C)Cc2ccccc2)Oc2ccc(NC(=O)Cn3cnnn3)cc2C1=O	10	-8	-6	-2	3	7	-8	-13	3	-4	-9
CCN(CC)CCNC(=O)c1ccc(NC(=O)c2cccc(S(=O)(=O)N3CCc4ccccc43)c2)cc1	3	17	-14	-17	-18	-16	6	-2	-11	18	-5
Cc1nn(-c2ccccc2)c(N2CCCC2)c1/C=N/NC(=O)c1cc(-c2ccccc2)nc2ccccc12	21	19	-1	11	-8	15	55*	9	-1	13	8
CCOc1c(Br)cc(CNCc2cccs2)cc1OC	-19	6	-8	0	-6	-7	14	15	5	9	-40
CC1CCN(CCCNC(=O)c2ccc(CS(=O)(=O)Cc3ccccc3F)o2)CC1	10	-5	-1	-1	3	10	-3	11	1	11	-34
O=P(CCO)(c1ccccc1)c1ccccc1	-10	6	-12	-4	-3	-4	21	-43	-35	-11	-17
